Bioassay records as filed in PubChem.
Rab9 promoter act – qHTS Assay for Rab9 Promoter Activators; Potency, µM (highest dose often 9.22 µM), inactives show at the highest dose activation, negative = inhibition, usual class: activators; AID 485297, 2010; 320,000 tested, 2.8% active; Huh7 Rab9 promoter-luciferase reporter, luminescence, 24 h; note: potency is the fitted concentration of half-maximal effect; % of control where 0% means no effect; nearly all actives have a fitted effect of over 60% in size
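Huh7 cells stably carrying Rab9 promoter–luciferase reporter, plated 1500 cells/well, compound added after 2 h and incubated 24 h at 37 °C; luciferase luminescence then read after 10 min with detection reagent.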
ELG1 genotoxic – qHTS screen for small molecules that induce genotoxicity in human embryonic kidney (HEK293T) cells expressing luciferase-tagged ELG1; HEK293T ELG1-luciferase reporter, luminescence, 16 h; 330,000 tested, 1.3% active; Potency, µM (titrated, usually from 46 µM), for inactives: top-dose activity change, positive = activation, usual class: activators; AID 504466, 2011; note: potency is the fitted concentration of half-maximal effect; % of control where 0% means no effect; nearly all actives have a fitted effect of over 60% in size
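HEK293T cells expressing luciferase-tagged ELG1 were exposed to compound or DMSO vehicle for 16 hr at 37 °C and 5% CO2. Luciferase activity was then measured with ONE-Glo after 30 min at room temperature.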
TRPV1 ag – HTS Assay for Compounds that Act as Agonists of the Vanilloid Receptor 1; Transient receptor potential cation channel subfamily V member 1 (Homo sapiens), Q8NER1; TRPV1-expressing cells, Fluo-8 calcium influx, agonist mode; activation, % at 8.33 µM; 320,000 tested, 0.19% active; AID 540275, 2011; in the data active = activation above about 80%; inconclusive = between about 30% and that limit; note: 0% is about no effect
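Fluo-8 calcium influx in TRPV1-expressing cells, kinetic read (ex 480/em 520 nm). Compound added and read 3 min for agonist activity, followed by capsaicin at EC20 final and 2 min further read for enhancement.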
FLuc modulator – qHTS profiling assay for firefly luciferase inhibitor/activator using purifed enzyme and Km concentrations of substrates (counterscreen for miR-21 project); Luciferin 4-monooxygenase (Photinus pyralis), P08659; purified FLuc, Km substrates, luminescence inhibition; 360,000 tested, 6.9% active; Potency, µM (titrated, usually from 57.5 µM), for the others: top-dose activity change, negative = inhibition, actives largely listed as inhibitors;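 note: potency is the fitted concentration of half-maximal effect; plate controls were vehicle for no effect and reference inhibitor for full effect; nearly all actives have a fitted effect of over 55% in size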
Target sequence (P08659 whole entry, looked up): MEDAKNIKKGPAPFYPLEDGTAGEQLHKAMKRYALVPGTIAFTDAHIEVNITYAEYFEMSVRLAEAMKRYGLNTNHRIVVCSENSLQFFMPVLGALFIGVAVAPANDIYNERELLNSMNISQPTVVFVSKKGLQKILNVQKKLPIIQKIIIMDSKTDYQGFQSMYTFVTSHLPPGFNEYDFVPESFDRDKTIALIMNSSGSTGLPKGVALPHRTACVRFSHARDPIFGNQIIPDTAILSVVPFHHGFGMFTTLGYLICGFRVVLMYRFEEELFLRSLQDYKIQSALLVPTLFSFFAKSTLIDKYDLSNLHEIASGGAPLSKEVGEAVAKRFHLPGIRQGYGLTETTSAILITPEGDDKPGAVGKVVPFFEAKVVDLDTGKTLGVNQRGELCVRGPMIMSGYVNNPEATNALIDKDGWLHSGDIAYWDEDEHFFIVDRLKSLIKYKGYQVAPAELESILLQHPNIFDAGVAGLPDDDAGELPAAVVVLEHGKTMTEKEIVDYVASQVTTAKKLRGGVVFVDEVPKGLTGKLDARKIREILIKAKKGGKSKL
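Purified P. pyralis luciferase (10nM final) with 10uM D-luciferin and 10uM ATP (Km levels) in 50mM Tris acetate pH 7.5, 10mM Mg acetate, 0.01% Tween-20, 0.05% BSA; qHTS 6-point titration, ~60 µM downward; luminescence read.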
RORgamma inh – qHTS for inhibitors of ROR gamma transcriptional activity. Nuclear receptor ROR-gamma (Mus musculus), P51450. Drosophila S2 Gal4-RORgamma UAS-luciferase reporter, 20 h. Potency, µM (top dose mostly 53.6 µM), without a hit: at the highest dose activity change, negative = inhibition, actives largely listed as inhibitors. 310,000 tested, 5.4% active. AID 2551, 2010; note: potency is the fitted concentration of half-maximal effect; % is set by controls: 0 for no effect and ±100 for the full control effect; nearly all actives have a fitted effect of over 60% in size
Target sequence (P51450 whole entry, looked up, the tested form may be a part): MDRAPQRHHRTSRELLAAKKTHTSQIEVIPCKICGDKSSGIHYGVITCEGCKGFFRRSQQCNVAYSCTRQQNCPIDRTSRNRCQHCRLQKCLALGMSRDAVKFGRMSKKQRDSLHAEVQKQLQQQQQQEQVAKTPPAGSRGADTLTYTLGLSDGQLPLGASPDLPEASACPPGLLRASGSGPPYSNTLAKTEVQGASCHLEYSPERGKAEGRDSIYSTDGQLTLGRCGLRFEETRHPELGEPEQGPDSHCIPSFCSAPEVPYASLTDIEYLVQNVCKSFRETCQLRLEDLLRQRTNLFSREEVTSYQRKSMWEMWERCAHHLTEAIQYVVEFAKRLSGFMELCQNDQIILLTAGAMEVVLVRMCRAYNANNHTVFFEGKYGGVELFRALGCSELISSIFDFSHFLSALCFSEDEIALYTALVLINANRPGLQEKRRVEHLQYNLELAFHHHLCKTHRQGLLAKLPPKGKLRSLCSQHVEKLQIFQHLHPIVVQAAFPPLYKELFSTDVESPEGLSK
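Using a luciferase readout, inhibitors were identified by reduced reporter activity in Drosophila cells coexpressing a copper-inducible Gal4–ROR gamma fusion and UAS-driven Photinus luciferase, incubated 20 hr after 700 uM copper sulfate.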
Tb PFK block – qHTS Assay to Find Inhibitors of T. brucei phosphofructokinase; ATP-dependent 6-phosphofructokinase (Trypanosoma brucei brucei), O15648; T. brucei PFK, ADP-Glo luminescence; Potency, µM (top dose mostly 57.5 µM), for inactives: at the top dose activity, negative = inhibition, hits mostly inhibitors; 330,000 tested, 0.17% active;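 note: potency is the fitted concentration of half-maximal effect; 0% = uninhibited 1x PFK enzyme wells and -100% = no-enzyme wells; nearly all actives have a fitted effect of over 60% in size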
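PFK 1.25 nM, F6P 0.5 mM, ATP 0.1 mM, 0.1 M TEA pH 8.0, 5 mM MgCl2, 0.01% Tween20, 0.1% BSA; 45 min RT. ADP-Glo readout. qHTS titration up to 57 uM; curves fitted, compounds curve-classed.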
p53 reactivator – qHTS assay for re-activators of p53 using a Luc reporter. H1299 p53-A138V BP100-luciferase reporter, luminescence, 24 h. Potency, µM (doses to about 92.2 µM), for inactives: at the top dose activity change, positive = activation, actives largely listed as activators. 320,000 tested, 0.063% active. AID 504706, 2011; note: potency is the fitted concentration of half-maximal effect; % of control where 0% means no effect; nearly all actives have a fitted effect of over 45% in size
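H1299 (p53-null), stable ts p53-A138V + BP100-Luc; 1000 cells/well, Opti-MEM/10% FBS; cpd 4 pt, 1:5; 24 h, 37 deg C, 5% CO2; detection reagent 10 min RT; luminescence.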
Gal4-VP16 FLuc – VP16 counterscreen qHTS for inhibitors of ROR gamma transcriptional activity; Potency, µM (titrated, usually from 53.6 µM), without a hit: at the top dose activity, negative = inhibition, hits mostly inhibitors; 310,000 tested, 3.5% active; Drosophila S2 Gal4-VP16 UAS-luciferase, luminescence, 20 h;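 note: Gal4-VP16 expression switched on by copper sulfate through the metallothionein promoter; potency is the fitted concentration of half-maximal effect; % is set by controls: 0 for no effect and ±100 for the full control effect; nearly all actives have a fitted effect of over 50% in size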
BRCA1 expr up – qHTS Assay to Identify Small Molecule Activators of BRCA1 Expression | MCF7-BRCA1-FFLuc reporter, luminescence, 48 h; response scale: scaled: vehicle 0%, 10 µM genistein 100% | Potency, µM (highest dose often 46.1 µM), inactives show at the top dose activation, usual class: activators | 380,000 tested, 1.1% active; note: potency is the fitted concentration of half-maximal effect; nearly all actives have a fitted effect of over 80% in size; some results filed as inactive show a strong effect at the top dose
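MCF7 cells carrying a BRCA1-firefly luciferase reporter (2000 cells/well, phenol-red free MEM) were attached for 2 h at 37 °C, then given compounds for 48 h. Luminescence was read 15 min after luciferase reagent; activity normalized to genistein (10 microM) and DMSO.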
NPC1 prom act – qHTS Assay for NPC1 Promoter Activators. Potency, µM (doses to about 9.22 µM), for the others: top-dose activation, hits mostly activators. 320,000 tested, 2.4% active. Huh7 NPC1 promoter luciferase reporter, 24 h;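 note: potency is the fitted concentration of half-maximal effect; % of control where 0% means no effect; nearly all actives have a fitted effect of over 60% in size; reporter is driven by a mutant NPC1 promoter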
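NPC1 promoter–luciferase Huh7 cells; 24 h compound; luminescence.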
ELG1 repair inh – qHTS screen for small molecules that inhibit ELG1-dependent DNA repair in human embryonic kidney (HEK293T) cells expressing luciferase-tagged ELG1; HEK293T ELG1-luciferase reporter, luminescence, 16 h; DNA damage induced by 5-fluorouridine; Potency, µM (highest dose often 46.1 µM), inactives show top-dose activity change, negative = inhibition, usual class: inhibitors; 330,000 tested, 2.3% active; note: potency is the fitted concentration of half-maximal effect; % is set by controls: 0 for no effect and ±100 for the full control effect; nearly all actives have a fitted effect of over 55% in size
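In this reporter screen, reduction of luminescence relative to DMSO vehicle indicated activity. Compounds and 5-fluorouridine were added together to 2,000 cells per well, incubated for 16 hr at 37 °C, then developed with ONE-Glo.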
Active calls of the source: *; ? = inconclusive; · = not tested or not shown; [ ] = remark or other dose. Unless noted, calls come from the whole dose curve; as a rule, active = well fitted curve in the direction sought with a large enough effect; inconclusive = small, poorly fitted or top-dose-only effect, or another doubt; inactive = no such curve, though single readings can be large; an effect the other way counts as inactive or inconclusive.

SMILES	Rab9 promoter act	ELG1 genotoxic	TRPV1 ag	FLuc modulator	RORgamma inh	Tb PFK block	p53 reactivator	Gal4-VP16 FLuc	BRCA1 expr up	NPC1 prom act	ELG1 repair inh
COc1cccc(N(CC(=O)NC2CCCC2)C(=O)Cn2nnc(-c3ccc(C)cc3)n2)c1	1.5%	-2.1%	-0.9	-3.0%	-0.9%	-1.7%	1.0%	2.4%	-14.6%	-4.1%	-5.8%
Cc1cc(C)c(C(=O)OCC(=O)NCc2cccs2)c(C)c1	-5.1%	11.5%	17.2	1.0%	16.0%	-2.3%	-2.9%	-14.4%	-0.2%	-0.6%	3.1%
O=C(Nc1ccc([N+](=O)[O-])cc1)N1CCCCCC1	28.6%	13.6%	19.4	?	-0.3%	-2.5%	18.8%	-7.1%	69.5%	18.0%	?
Cc1ccc(C)c2sc(NC(=O)c3ccc(N4CCCCC4)c([N+](=O)[O-])c3)nc12	-4.6%	-0.6%	-0.3	-7.5%	-30.8%	1.3%	2.1%	-11.3%	5.1%	-6.6%	-9.1%
Cc1cc(C)c2nc(SCC(=O)N3CC(=O)Nc4ccccc43)c(C#N)cc2c1	-31.1%[inhibitor]	11.8%	-0.4	12µM*	-7.9%	0.0%	11.7%	-0.4%	-73.0%	-18.9%	?
Cn1c(C(=O)NN)cc2cc(Oc3ccccc3)ccc21	2.3%	-2.8%	2.6	-4.3%	?	1.8%	-39.5%[inhibitor]	-1.0%	-38.8%	3.1%	-2.2%
O=C(Nc1ccc(-n2cc(Cl)cn2)cc1)c1ccncc1	8.8%	12.8%	19.4	3.2%	10.7%	1.0%	14.6%	-7.2%	31.8%	10.6%	-5.1%
COc1ccc(CC(=O)Nc2ccc(C(=O)NCC(C)C)cc2)cc1	-2.1%	-0.9%	-1.9	-0.1%	22.8%	-7.9%	-2.5%	-6.3%	17.9%	-2.7%	-4.3%
COc1ccc(/C=C\c2nc(=O)c3ccccc3o2)cc1	?	?	-0.1	3.79µM*	-17.4%	-2.3%	29.0%	?	?	?	?
CCc1noc(C)c1C(=O)Nc1nnc(C2CCCCC2)s1	-1.2%	-3.5%	8.7	?	11.2µM*	-0.3%	2.8%	?	·	2.4%	-7.2%
COc1ccc(C)cc1N(CC(=O)N1CCCCCC1)S(=O)(=O)c1ccccc1	-0.4%	-0.2%	7.3	2.2%	17.8%	2.6%	-1.5%	-3.6%	-8.5%	0.7%	-3.0%
Cc1cccc(C(C)C)c1NC(=O)COC(=O)c1cccc(S(=O)(=O)N2CCc3ccccc3C2)c1	-5.4%	9.8%	4.3	0.4%	-11.3%	-7.5%	1.7%	-16.1%	-15.1%	-1.0%	4.5%
COc1ccccc1CNC(=O)C(C)n1cccc1C(=O)c1ccccc1 (stereo not given)	-8.2%	-4.1%	18.0	-2.8%	8.8%	5.2%	-2.2%	-28.5%	-29.3%	0.8%	1.8%
CSc1ncccc1C(=O)N(C)CC(=O)Nc1cccc(F)c1	0.9%	1.3%	0.7	0.4%	-18.4%	-3.8%	10.1%	1.9%	0.8%	-8.9%	14.1%
COc1cc(C)ccc1OCCOCCOc1cccc2ccc(C)nc12	-7.3%	-12.3%	1.9	6.4%	-24.6%	-5.8%	-10.5%	-8.3%[10 µM]	-15.9%	-1.1%	-20.5%
CCC1C/C(=C/c2ccco2)C(=O)/C(=C/c2ccco2)C1 (stereo not given)	3.5%	6.3%	7.7	-7.6%	?	?	?	?	·	1.0%	?
O=C(Cn1cc(S(=O)(=O)Cc2ccccc2)c2ccccc21)N1CCOCC1	6.5%	-0.9%	-10.9	-0.2%	23.8%	-25.9%	-11.8%	0.0%	6.2%	6.4%	20.4%
Cc1cc(CNC(=O)COc2ccccc2)c2ccccc2n1	12.2%	4.9%	-6.1	-17.3%	?	0.5%	13.6%	-14.6%	24.1%	-1.9%	?
O=C(CCCNS(=O)(=O)c1cccs1)N1CCN(c2ccc(F)cc2)CC1	0.1%	0.7%	10.7	-1.0%	?	-15.2%	-10.5%	1.5%	-47.4%	-4.8%	-15.2%
Cc1ccccc1C(=O)OCC(=O)N(C)c1c(N)n(Cc2ccccc2)c(=O)[nH]c1=O	-5.0%	1.2%	-1.2	0.4%	·	-0.5%	4.1%	·	-2.5%	-0.4%	25.1%
CCCS(=O)(=O)c1c(S(=O)(=O)CCC)c2c(N)cccn2c1C(=O)c1ccc(OC)cc1	-2.3%	-5.2%	4.5	-5.2%	13.0%	-3.7%	-4.6%	2.2%	-15.0%	-3.9%	-24.0%
Cc1nnc(SCC(=O)NCc2ccccc2Cl)[nH]c1=O	2.8%	1.4%	3.3	-13.0%	-0.9%	3.4%	-0.6%	2.0%	-0.8%	-3.4%	-1.8%
CNC(=O)C1CC(=O)N(CCCc2ccccc2)C(=Nc2ccccc2)S1 (stereo not given)	-1.1%	-0.5%	?	3.6%	-22.0%	-6.5%	-5.9%	-0.9%	-2.4%[1.84 µM]	-1.3%	-1.2%
Cc1ccc(NC(=O)N2CCCC2C(=O)NCc2cccs2)cc1 (stereo not given)	0.7%	-2.7%	2.8	-6.0%	-0.5%	-7.7%	-2.8%	?	4.8%	5.9%	1.4%
CCOC(=O)NC(=O)COC(=O)CNC(=O)c1ccc(OCC)c(OCC)c1	2.3%	3.2%	-1.0	-2.5%	0.7%	0.0%	-1.8%	-7.8%	6.7%	-0.5%	8.7%
CC1CCC2(CC1)NC(=O)N(CC(=O)NCc1ccc(F)cc1)C2=O (stereo not given)	-0.6%	-2.0%	-2.4	-0.2%	·	0.0%	-2.7%	·	3.1%	-2.3%	19.1%
CCN(CC(=O)Nc1cc(Cl)ccc1C)C(=O)CSCc1c(C)noc1C	1.1%	0.0%	8.8	-1.4%	·	2.2%	3.6%	·	2.5%	0.3%	-9.3%
CCOC(=O)c1cc(-c2ccccc2)sc1NC(=O)CSc1nnc(N)s1	4.4%	-5.4%	29.9	?	-2.2%	0.2%	-1.8%	6.8%	-1.8%	-0.4%	?
COc1cccc(CN(C)CC(=O)Nc2ccccc2C(=O)NC2CC2)c1	-5.6%	-0.3%	5.8	3.4%	·	0.0%	1.7%	·	-9.9%	-1.9%	-10.7%
O=C(c1cnc2ccccc2n1)N1CCN(c2ccc(C(F)(F)F)cn2)CC1	-2.9%	-1.1%	28.4	2.2%	6.6%	-2.5%	-5.5%	0.7%	-23.0%	1.4%	-7.1%
Cc1ccc(C)c(N2N=C(C(=O)OCc3nnc(-c4ccccc4)o3)CCC2=O)c1	-1.3%	8.8%	0.3	-1.2%	·	-1.0%	3.0%	·	-25.4%	-4.5%	?
COc1ccc(NC(=O)CN2CCCC(C)C2)c([N+](=O)[O-])c1 (stereo not given)	8.0%	-1.5%	24.5	-13.6%	44.6%	-0.5%	-1.7%	?	61.1%	2.7%	11.1%
COc1ccc(C(=O)NCC(=O)OCC(=O)Nc2cc(OC)ccc2OC)cc1	-0.1%	-0.2%	-1.6	-8.7%	28.4%	-2.2%	-4.6%	-1.7%	26.1%	2.6%	?
O=Cc1ccc(OCC(=O)Nc2ccccc2C(F)(F)F)cc1	-1.8%	8.7%	1.6	-18.5%	4.1%	-11.3%	0.0%	4.5%	61.5%	0.9%	?
CCOC(=O)C(NC(C)=O)(Nc1ccc(S(=O)(=O)Nc2cc(C)on2)cc1)C(F)(F)F (stereo not given)	-8.0%	-2.4%	-0.5	0.4%	36.7%	-2.8%	2.6%	2.1%	-1.5%	-1.4%	11.3%

As a short view, part of the list above:
SMILES	Rab9 promoter act	ELG1 genotoxic	TRPV1 ag	FLuc modulator	RORgamma inh	Tb PFK block	p53 reactivator	Gal4-VP16 FLuc	BRCA1 expr up	NPC1 prom act	ELG1 repair inh
COc1ccc(NC(=O)CN2CCCC(C)C2)c([N+](=O)[O-])c1 (stereo not given)	8.0%	-1.5%	24.5	-13.6%	44.6%	-0.5%	-1.7%	?	61.1%	2.7%	11.1%
COc1ccc(C(=O)NCC(=O)OCC(=O)Nc2cc(OC)ccc2OC)cc1	-0.1%	-0.2%	-1.6	-8.7%	28.4%	-2.2%	-4.6%	-1.7%	26.1%	2.6%	?
